# JMJD2A Tudor: qHTS Assay for Inhibitors of JMJD2A-Tudor Domain | Lysine-specific demethylase 4A (Homo sapiens), O75164 | AlphaScreen JMJD2A-Tudor / H3K4me3 peptide binding | Potency, µM (highest dose often 114 µM), inactives show at the highest dose activity change, negative = inhibition, actives largely listed as inhibitors | actives 4.4% (n = 390,000) | AID 504339, 2011; further: on the % scale 0 is the no-effect control and ±100 the full control effect; nearly all actives have a fitted effect of over 50% in size
# HP1b binding inh: HTS for Inhibitors of HP1-beta Chromodomain Interactions with Methylated Histone Tails; Chromobox protein homolog 1 (Homo sapiens), P83916; AlphaScreen HP1-beta / biotin-H3K9me3 peptide binding; actives 0.56% (n = 390,000); Potency, µM (doses to about 114 µM), without a hit: top-dose activity change, negative = inhibition, hits mostly inhibitors; AID 540317, 2011; further: nearly all actives have a fitted effect of over 70% in size; inactives centre near 23
# Target sequence (P83916 whole entry, looked up): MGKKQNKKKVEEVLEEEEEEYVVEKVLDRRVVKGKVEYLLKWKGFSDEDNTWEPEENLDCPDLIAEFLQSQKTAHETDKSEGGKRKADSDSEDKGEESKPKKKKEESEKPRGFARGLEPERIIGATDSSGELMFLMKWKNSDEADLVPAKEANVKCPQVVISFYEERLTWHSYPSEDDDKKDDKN
#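 AlphaScreen: HP1-beta (50 nM) preformed 30 min with biotin-H3(1-18)K9me3 peptide (50 nM) in PBS pH 7.4, 0.01% Tween-20. Compound added for 30 min at RT, then streptavidin donor/nickel chelate acceptor beads (10 ug/mL) for 30 min.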
# G9a inh: qHTS Assay for Inhibitors of Histone Lysine Methyltransferase G9a. G9a H3K9 monomethylation, AlphaScreen, 2 h. AID 504332, 2011. actives 8.8% (n = 350,000). Potency, µM (titrated, usually from 102 µM), for inactives: at the highest dose activity, negative = inhibition, actives largely listed as inhibitors; further: on the % scale 0 is the no-effect control and ±100 the full control effect; nearly all actives have a fitted effect of over 75% in size
# Target sequence (Q96KQ7 913-1193 limits assumed): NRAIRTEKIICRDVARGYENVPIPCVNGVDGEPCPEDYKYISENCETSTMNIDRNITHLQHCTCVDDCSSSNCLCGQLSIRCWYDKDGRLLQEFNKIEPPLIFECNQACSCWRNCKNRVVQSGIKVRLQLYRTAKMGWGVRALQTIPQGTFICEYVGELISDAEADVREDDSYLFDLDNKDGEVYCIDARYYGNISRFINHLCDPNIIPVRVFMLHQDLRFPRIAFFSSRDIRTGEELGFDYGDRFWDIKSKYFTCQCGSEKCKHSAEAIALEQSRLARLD
#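 Step 1: enzyme (final 20 nM) with compound, 15 min RT. Step 2: substrate peptide 500 nM and SAM 20 uM, 2 h RT. Step 3: anti-H3K9me1 antibody and AlphaScreen beads, 10 min, then plate read.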
# Pin1 inhibitor: qHTS Assay to Find Inhibitors of Pin1; actives 0.009% (n = 390,000); Potency, µM (highest dose often 115 µM), inactives show at the top dose activity, negative = inhibition, most hits filed as inhibitors; Pin1 FP peptide displacement, HiFluor488, 10 min; Peptidyl-prolyl cis-trans isomerase NIMA-interacting 1 (Homo sapiens), Q13526; active means well fitted inhibition curve with a large enough effect in the polarisation, with a control signal flat, not every such curve was filed as active; inconclusive means small, poorly fitted or top-dose-only effect, or effect the other way, or a change in a side signal; inactive means no such curve, though single readings can be large or run the other way; the % refers to the polarisation; further: on the % scale 0 is the no-effect control and ±100 the full control effect
# GLS inhibitor: qHTS for Inhibitors of Glutaminase (GLS); Glutaminase kidney isoform, mitochondrial (Homo sapiens), O94925; GLS enzymatic activity, qHTS titration; Potency, µM (doses to about 45.5 µM), for the others: at the highest dose activity change, negative = inhibition, usual class: inhibitors; actives 0.21% (n = 410,000); AID 624170, 2012; further: on the % scale 0 is the no-effect control and ±100 the full control effect
#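 Human kidney-isoform GLS in 45 mM KH2PO4 pH 8.2, 0.02% Tween-20, with compound, started with 1mM L-Glutamine (added stock). Glutamate oxidase/HRP/Amplex red coupled fluorescence read at start and after 30 min at RT.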
# BLM helicase inh: qHTS Assay for Inhibitors of Bloom's syndrome helicase (BLM) | RecQ-like DNA helicase BLM (Homo sapiens), P54132 | recombinant BLM DNA unwinding, fluorescence dequenching | Potency, µM (series often up to 56.1 µM), inactives show at the highest dose activity change, negative = inhibition, hits mostly inhibitors | actives 0.2% (n = 350,000) | AID 2528, 2010;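 further: plate controls were vehicle for no effect and no enzyme for full effect; nearly all actives have a fitted effect of over 35% in size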
# PGK inhibitor: qHTS Assay to Find Inhibitors of Phosphoglycerate Kinase; Phosphoglycerate kinase, glycosomal (Trypanosoma brucei brucei), P07378; PGK/GAPDH coupled, Kinase-Glo luminescence, 60 min; Potency, µM (titrated, usually from 57.5 µM), for inactives: at the highest dose activity change, negative = inhibition, actives largely listed as inhibitors; actives 0.043% (n = 380,000); further: on the % scale 0 is the no-effect control and ±100 the full control effect; nearly all actives have a fitted effect of over 60% in size
# Target sequence (P07378 whole entry, looked up): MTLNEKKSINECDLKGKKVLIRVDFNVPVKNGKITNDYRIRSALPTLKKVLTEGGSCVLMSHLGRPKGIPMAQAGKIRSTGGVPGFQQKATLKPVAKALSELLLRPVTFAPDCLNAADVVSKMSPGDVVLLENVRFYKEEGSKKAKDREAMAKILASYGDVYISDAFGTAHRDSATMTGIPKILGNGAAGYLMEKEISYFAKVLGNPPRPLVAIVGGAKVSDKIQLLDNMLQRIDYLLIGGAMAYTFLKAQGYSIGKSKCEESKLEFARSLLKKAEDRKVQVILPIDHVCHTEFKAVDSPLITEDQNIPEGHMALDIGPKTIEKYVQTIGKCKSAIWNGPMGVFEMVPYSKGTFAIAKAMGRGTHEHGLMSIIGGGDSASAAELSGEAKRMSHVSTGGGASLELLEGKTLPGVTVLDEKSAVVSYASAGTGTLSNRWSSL
#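 Recombinant glycosomal PGK reaction used 1,3-bisphosphoglycerate generated in-well by GAPDH (100nM final) in 100mM TEA pH 7.6, 5mM MgCl2, 0.01% Tween-20. After 60 minutes at room temperature, ATP was read by Kinase-Glo Plus luminescence end-point.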
# POLI inh: qHTS for Inhibitors of Polymerase Iota; DNA polymerase iota (Homo sapiens), Q9UNA4; actives 1% (n = 390,000); Pol iota fluorescent replication assay, 10 min; Potency, µM (top dose mostly 115 µM), inactives show top-dose activity, negative = inhibition, hits mostly inhibitors
#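 Fluorescent replication assay read twice, at 0 min and 10 min after adding 50 nM (final) substrate. Enzyme (10 nM) and compounds were first incubated 15 min at room temperature; enzyme-free buffer wells were negative controls.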
# BAZ2B inh: qHTS Assay for Inhibitors of BAZ2B; Bromodomain adjacent to zinc finger domain protein 2B (Homo sapiens), Q9UIF8; actives 4.4% (n = 360,000); Potency, µM (series often up to 114 µM), for the others: at the highest dose activity change, negative = inhibition, hits mostly inhibitors; AlphaScreen BAZ2B-H3K14Ac peptide displacement; further: on the % scale 0 is the no-effect control and ±100 the full control effect; nearly all actives have a fitted effect of over 60% in size
#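 AlphaScreen luminescence quantifies BAZ2B engagement of H3K14Ac peptide; the protein and biotinylated peptide are both at 50 nM final, buffer PBS pH 7.4 with 0.01% Tween-20, all steps at room temperature.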
# Starred values were filed as active, the others as inactive; i = inactive; ? = inconclusive; . = not tested or not shown; [ ] = remark or other dose. Unless noted, the call rests on the fitted dose curve; in most records, active means well fitted curve in the direction sought with a large enough effect; inconclusive means small, poorly fitted or top-dose-only effect, or another doubt; inactive means no such curve, though single readings can be large; an effect the other way counts as inactive or inconclusive. Potency means the concentration at half of the fitted maximal effect. This is a subset. The share of hits here may be higher or lower than overall.
SMILES,JMJD2A Tudor,HP1b binding inh,G9a inh,Pin1 inhibitor,GLS inhibitor,BLM helicase inh,PGK inhibitor,POLI inh,BAZ2B inh
CC(=O)Nc1ccc(Nc2nc(C)c([N+](=O)[O-])c(Nc3ccc(NC(C)=O)cc3)n2)cc1,-3%,8%,-9%[59 µM],0%,5%,1%,-9%,7%,-32%
Cc1cc(C2N=C(N)Nc3nc4ccccc4n32)c(C)n1-c1ccccc1Cl (stereo not given),?,-6%,?,-9%,8%,3%,0%[11.5 µM],1%,?
O=C(CSc1ncnc2c1nnn2Cc1ccccc1)NC1CCCC1,-30%,-14%,1%,0%,1%,-2%,-12%,75%[activator],-3%
COc1cc(/C=N\NC(=O)Cn2nnc3ccccc32)cc(OC)c1OC,10%,25%,-3%,0%,1%,-2%,i,-10%,8%
Cc1nc2ccc(Cl)cc2c(-c2ccccc2)c1CC(=O)O,-17%,11%,?,-7%,7%,3%,-1%,4%,-22%
Cc1ccnc(SCC(=O)N2CCN(C(c3ccccc3)c3ccccc3)CC2)n1,-18%,36%,45µM*,2%,1%,-4%,-9%,-6%,-2%
COc1cc(COC(=O)c2cnc(C)cn2)c(OC)cc1Br,-5%,19%,-8%,-2%,4%,-2%,5%,36%[activator],?
CC(C)OCCCNC(=O)c1ccc2c(c1)ncn2C1CCCC1,-13%,41%[activator],1%,-4%,11%,3%,-6%,-7%,1%
COc1cc([N+](=O)[O-])ccc1NC(=O)COC(=O)CCOc1ccc(C)cc1,-14%,28%,0%[59 µM],?,2%,.,7%,11%,-4%
O=c1cnnc(SCc2ccc([N+](=O)[O-])cc2)[nH]1,-10%,35%,-28%,-4%,4%,-1%,2%,-19%,.
Cc1ccc(C)c(CSc2nnc3[nH]c(=O)cc(C)n23)c1,-7%,31%,3%[59 µM],-8%,8%,2%,-6%,17%,-1%
O=C(/C=C/c1ccc([N+](=O)[O-])cc1)N1CCN(S(=O)(=O)c2ccccc2)CC1,-18%,3%,-5%[2.33 µM],9%,8%,.,-6%,-2%,-9%
Cc1c(C(=O)NNC(=O)c2ccccc2O)oc2ccc(Br)cc12,-21%,22%,.,40%[activator],2%,.,-7%,?,.
COc1ccc(C2Nc3ccccc3C(=O)N2c2ccc(F)cc2)cc1CSc1ccccn1 (stereo not given),-8%,22%,37%[59 µM],5%,14%,-2%,-4%,8%,0%
CCOc1ccc(C(=O)c2cn(CC(=O)Nc3ccc(F)cc3)c3cc4c(cc3c2=O)OCCO4)cc1,-13%,23%,-4%[59 µM],24%,-4%,-5%,-2%,-9%,?
COc1ccc(C(=O)NCc2ccc3c(c2)CCN3C(=O)c2ccncc2)cc1,-21%,-8%,1%[59 µM],-1%,-14%,-1%,i,14%,-4%
O=C(CSc1nc2c(oc3ccccc32)c(=O)n1Cc1ccco1)Nc1cccc(Cl)c1,-13%,21%,-2%[59 µM],13%,-8%,-5%,0%,-5%,0%
CCOc1cccc(C2C(C(=O)c3ccc(C)o3)=C(O)C(=O)N2CCCn2ccnc2)c1 (stereo not given),?,-5%,0%[0.501 µM],-9%,5%,.,0%,26%,?
Cc1cc(NC(=O)CCNS(=O)(=O)c2ccc3[nH]c(=O)oc3c2)ccc1Br,-12%,59%[activator],-12%,-1%,-4%,-1%,-1%,5%,-15%
CCc1cc2c(=O)n(Cc3ccco3)c(SCC(=O)N3CCCc4ccccc43)nc2s1,-18%,2%,-6%[59 µM],42%[activator],0%,-13%,-9%,-4%,-8%
Cc1cc(C)n(-c2nc3ccccc3c3nc(C)nn23)n1,-11%,21%,15%[59 µM],0%,6%,1%,-6%,-13%,-3%
CCn1nc(C)c(CN2CCc3c([nH]c4ccccc34)C2c2ccc(F)c(OC)c2)c1C (stereo not given),?,-15%,50µM*,8%,-1%,-12%,-1%,46%[activator],?
COC(=O)CC1NCCNC1=O (stereo not given),-5%,19%,26%,-2%,-1%,1%,-3%,29%,16%
Cc1occc1C(=O)NNC(=O)COc1ccc(Br)cc1Br,-17%,26%,8%[59 µM],30%,4%,-5%,-1%,-10%,2%
COc1ccc(CCN2C(=O)c3ccncc3C2=O)cc1OC,0%,20%,-26%,0%,4%,3%,-10%,12%,-28%

# Next section
SMILES,JMJD2A Tudor,HP1b binding inh,G9a inh,Pin1 inhibitor,GLS inhibitor,BLM helicase inh,PGK inhibitor,POLI inh,BAZ2B inh
CC(=O)CC(=O)Nc1ncccn1,-17%,-5%,?,-7%,2%,0%,-1%,8%,?
COc1ccc(NC(=O)CN(C)C(=O)Cc2coc3cc(C)c(C)cc23)cc1,-21%,8%,50µM*,4%,4%,.,0%,?,-39%
Cc1ccc(NC(=O)c2ccc(C)c(S(=O)(=O)N3CCCCCC3)c2)cc1,-4%,38%,9%[59 µM],?,-5%,-10%,0%,0%,5%
Cc1cc(C)c(N=Cc2c(O)c3ccccc3oc2=O)c(C)c1,-18%,11%,5%[0.501 µM],-1%,5%,3%,-7%,151%[activator],-37%
CC(C)c1ccc2occ(CC(=O)N(Cc3ccc(F)cc3)C3CCS(=O)(=O)C3)c2c1 (stereo not given),-24%,20%,-2%[59 µM],3%,2%,-10%,-6%,?,-9%
CC(c1ccccc1)N1CCC(CNC(=S)Nc2cccc(Cl)c2)C1 (stereo not given),-26%,19%,-51%,0%,19%,6%,5%,60%[activator],-13%
c1cnc(Sc2ccc3nnnn3n2)nc1,3%,59%[activator],-23%,2%,-11%,-7%,i,26%,-11%
CSc1nc(SC)c2c3c(oc2n1)COC(C)(C)C3,2%[57.1 µM],43%[activator],4%,?,-3%,-1%,5%,.,-38%
Cc1cccc(-n2ncc3c2CCCC3NC(=O)CCN2CCCO2)c1C (stereo not given),-6%,26%,.,1%,0%,2%,-1%,13%,-7%
CCCN1CCN(CCCNC(=O)CCN2C(=O)COc3ccccc32)CC1,-4%,7%,45%,-6%,1%,-1%,-8%,35%[activator],5%
CCCCN(C(=O)CSCc1ccc(C)cc1)c1c(N)n(CCC)c(=O)[nH]c1=O,-2%,36%,61%[activator],-1%,1%,-2%,-1%,22%,0%
CCC(C)(C)NC(=O)C(c1ccc(F)cc1)N(Cc1cccc(OC)c1)C(=O)c1cnccn1 (stereo not given),-10%,36%,8%,-3%,5%,-5%,3%,-3%,0%
O=C(/C=C/c1ccco1)c1cccc([N+](=O)[O-])c1,35µM*,?,.,?,-1%,.,-4%,50µM*,.
Cc1ccc(NC(=O)c2cc3ccccc3oc2=O)cc1S(=O)(=O)N(C)C,-11%,28%,-26%,-7%,2%,2%,i,75%[activator],8%
CCOc1ccc(CC(=O)NNC(=O)/C=C/C(=O)O)cc1,-27%,15%,32µM*,-5%,-4%,-6%,-1%,-14%,-29%
CC(=O)c1cccc(NC(=O)CC(c2ccc(C)cc2)N2Cc3ccccc3C2=O)c1 (stereo not given),-18%,2%,-29%[59 µM],14%,-7%,-3%,-4%,25%,-38%
COCCNc1sc(S(=O)(=O)c2ccc(C)cc2)nc1S(=O)(=O)c1ccc(C)cc1,-11%,41%[activator],7%[59 µM],0%,6%,-1%,0%,2%,4%
Cc1ncc(CO)c(/C=N/NC(=S)Nc2ccc(F)cc2)c1O,40µM*,?,-152%[59 µM],18%,-2%,-2%,-8%,3%,3.2µM*
COc1ccc(/C=N/Nc2cc(C)nc(N)n2)cc1,-10%,35%,-31%[2.33 µM],3%,6%,-1%,-1%,-1%,0%
